HTRA1 inh: inhibitors of human serine peptidase HTRA1. actives 0.5% (n = 340,000). recombinant HTRA1, FP-rhodamine activity-based probe, fluorescence polarization. inhibition, % at 5.96 µM. Q92743. AID 504803; in the data active = inhibition above about 36%;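 also: 0% = enzyme with DMSO and 100% = wells lacking enzyme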
UHRF1 MBD2 ctr: human UHRF1 methylated DNA binding inhibitors; Q96T88; UHRF1 binding to methylated oligo, TR-FRET; inhibition, % at 4.4 µM; actives 0.75% (n = 370,000); in the data active = inhibition above about 21%;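 also: UHRF1 SRA domain binding a hemimethylated CpG hairpin DNA probe; 0% = median of test compound wells and 100% = reference inhibitor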
Target sequence (Q96T88 whole entry, looked up, the tested form may be a part): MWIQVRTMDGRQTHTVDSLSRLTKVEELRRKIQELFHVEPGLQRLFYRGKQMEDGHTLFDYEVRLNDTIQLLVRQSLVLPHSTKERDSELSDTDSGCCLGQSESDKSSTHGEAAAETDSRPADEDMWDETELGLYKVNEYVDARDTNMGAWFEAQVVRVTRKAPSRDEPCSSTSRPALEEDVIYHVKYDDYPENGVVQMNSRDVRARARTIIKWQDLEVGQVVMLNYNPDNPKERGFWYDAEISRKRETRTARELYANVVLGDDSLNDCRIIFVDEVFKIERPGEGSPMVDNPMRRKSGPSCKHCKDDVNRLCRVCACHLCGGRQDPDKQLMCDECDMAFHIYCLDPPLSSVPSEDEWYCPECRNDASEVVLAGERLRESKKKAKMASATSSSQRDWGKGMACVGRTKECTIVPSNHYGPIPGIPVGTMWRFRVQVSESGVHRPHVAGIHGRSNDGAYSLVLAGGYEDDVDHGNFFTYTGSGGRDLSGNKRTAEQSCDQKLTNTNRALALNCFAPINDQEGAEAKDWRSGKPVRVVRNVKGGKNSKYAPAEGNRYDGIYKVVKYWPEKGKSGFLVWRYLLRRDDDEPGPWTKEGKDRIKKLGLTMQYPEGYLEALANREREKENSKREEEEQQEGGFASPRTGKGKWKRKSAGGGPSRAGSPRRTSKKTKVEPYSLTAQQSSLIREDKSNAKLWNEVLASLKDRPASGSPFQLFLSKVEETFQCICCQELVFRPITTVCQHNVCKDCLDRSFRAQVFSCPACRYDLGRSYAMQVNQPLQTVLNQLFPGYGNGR
NR1D1 modulator: modulates human Rev-erb alpha binding to DNA; actives 0.79% (n = 370,000); activity, % at 10 µM; P20393; AID 1259318; Rev-erbα–FITC-DNA binding, fluorescence polarization, 90 min;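 active = activity above about 14%, limit read from the data; passing the limit was not always enough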;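 also: 0% = DMSO wells with 35 nM protein and 100% = DMSO wells with 750 nM protein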
LEDGF integ inh: blocks HIV-1 LEDGF/p75-dependent DNA integration. TR-FRET IN-LEDGF/p75 DNA integration, Eu/Cy5. inhibition, % at 3.7 µM. actives 0.64% (n = 370,000);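 active = inhibition above the screen-wide mean plus 3 SD, cut at about 13% in these data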;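 also: signal is the Cy5 over europium emission ratio at 671 and 618 nm; 0% = plate median of compound wells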
PRMT1 inh: inhibitors of human PRMT1; recombinant PRMT1, activity-based probe fluorescence polarization; actives 1.3% (n = 370,000); Q99873; inhibition, % at 2.79 µM;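 active = inhibition above about 21% made by adding two undisclosed values, limit read from the data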
TCR-CD3 inh: human TCR-CD3 binding inhibition | TAMRA-labeled TCR probe fluorescence, biochemical | inhibition, % at 9.4 µM | actives 0.37% (n = 360,000) | AID 651800; in the data active = inhibition above about 19%;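 also: recombinant mutant TCR 2C K166C tagged with TAMRA read by polarization; 0% = receptor in buffer alone and 100% = receptor with positive control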
ABHD4 inh: ABHD4 (mouse) inhibition, primary FP screen | inhibition, % at 8.92 µM | Q8VD66 | actives 0.54% (n = 370,000) | purified mABHD4, FP-Rh probe fluorescence polarization;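 active = inhibition exceeding the mean over every tested compound plus 3 SD, cut at about 30% in these data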;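 also: 0% = plate median of compound wells and 100% = S159A mutant with DMSO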
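Test system: mABHD4 protein; Read-out basis: % inhibition; Incubation: 45 min + 60 min at 25 °C; Repeats: single replicate; Technique: fluorescence polarization with parallel and perpendicular emission, 525/598 nm; Compound: 8.92 µM, single dose; Benchmarks: full inhibition S159A mutant plus DMSO, zero as sample-well median.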
MBD2 inh: inhibitors of human MBD2 binding to methylated oligonucleotide. TR-FRET. inhibition, % at 4.4 µM. Q9UBB5. AID 686964. actives 0.31% (n = 370,000); in the data active = inhibition above about 13%
rCAG binder: binds r(CAG) RNA repeats | r(CAG) RNA repeat, TO-PRO-1 dye displacement fluorescence | inhibition, % at 3 µM | actives 1.3% (n = 370,000) | AID 651821;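 active = inhibition above the plate cutoff, the mean of all test compounds on that plate plus 3 SD, cut at about 35% in these data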;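 also: 0% = DMSO alone and 100% = 100 µM mitoxantrone as full dye displacement; higher means more dye released from RNA so lower well fluorescence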
PG9 Ab binder: PG9 antibody binding by small molecule; TR-FRET gp120-PG9 antibody binding; inhibition, % at 6.7 µM; actives 0.43% (n = 360,000); in the data active = inhibition above about 8.5%
Active calls of the source: *; . = not tested or not shown. Only part of the results is shown; rates above refer to the full screens.

Each structure is followed by: TCR-CD3 inh, UHRF1 MBD2 ctr, HTRA1 inh, rCAG binder, LEDGF integ inh, NR1D1 modulator, MBD2 inh, ABHD4 inh, PRMT1 inh, PG9 Ab binder
COc1cccc2c1c(NC(=O)c1cc(C)on1)nn2C
→ 0.8, 2.0, 2.5, -3.9, 1.1, 5.7, 5.1, -3.9, 1.0, -0.6
CCOC(=O)c1ccc(/C=C2\c3ccccc3C(=O)N2c2ccccc2)cc1F
→ 2.2, -3.5, -23.8, -8.3, -0.8, 8.9, 3.0, -10.4, -3.1, -0.7
Cc1cc(C(=O)OCC(=O)NCc2ccc(Cl)cc2Cl)c(C)o1
→ 3.5, 3.7, -4.9, 3.9, -1.3, -3.7, 1.1, 2.1, -1.2, 1.3
CC(NC(=O)CN1C(=O)NC(C)(C2CC2)C1=O)c1ccc(F)cc1 (stereo unspecified)
→ 9.4, -0.5, -6.3, 1.2, 5.7, -0.4, 1.4, -3.5, -1.2, -0.6
Cc1noc(C)c1-c1ccc2ncnc(NCC3CCCCN3C)c2c1 (stereo unspecified)
→ 2.8, 0.8, 2.0, -1.2, 0.9, -3.9, 3.9, -1.7, 3.6, -2.8
O=C(COc1ccc(Cl)cc1Cl)Nc1ccc(CN2CCCCC2)cc1
→ 12.1, -3.9, -7.0, -10.5, 1.5, 1.0, 2.1, -6.8, -4.1, -3.0
O=C(O)C(CCCCN1C(=O)c2ccccc2C1=O)N1C(=O)c2ccccc2C1=O (stereo unspecified)
→ 3.6, -0.4, -1.9, 4.6, 0.6, -6.5, -1.7, 1.7, -0.8, 0.1
Cc1ccc2ncccc2c1[N+](=O)[O-]
→ -6.2, -4.7, 5.2, 0.9, 2.7, 0.9, -2.9, -2.1, 2.9, -0.1
O=C(CCn1ccc2ccccc21)Nc1ccc(N2CCOCC2)cc1
→ -5.4, -0.6, 15.7, 2.4, 2.4, 0.9, -1.6, 8.6, -1.8, 0.5
CCCC(=O)N1CCN(c2nc3ccc(Br)cc3s2)CC1
→ -2.9, -0.4, -5.1, -4.0, 5.2, -0.6, -3.2, -4.1, -1.5, 0.8
CC(=O)Nc1cc(-c2nc3ccccc3o2)ccc1Cl
→ -1.4, -5.9, -0.8, -1.2, -0.3, -2.6, -2.9, -0.1, 2.1, 1.7
COCCCN(Cc1cccs1)S(=O)(=O)c1c[nH]c(C(=O)OC)c1
→ -0.9, 0.9, -6.3, -5.1, -4.0, -0.9, 6.5, -1.9, -0.3, 1.2
CCCNC(=S)Nc1ccc(Nc2ccccc2)cc1
→ 2.6, -1.8, 4.6, -1.3, 4.7, -2.0, -3.0, 9.6, 0.0, -3.1
COc1ccc(CNC(=O)C2Cc3c(-c4ccc5c(c4)OCO5)ccnc3O2)cc1OC (stereo unspecified)
→ 4.2, -0.4, ., 0.6, 2.6, -5.1, -4.4, -1.0, 0.2, 0.2
O=C(N/N=C\c1ccc(-c2cccc(Cl)c2)o1)C(=O)NC1CCCC1
→ 3.0, -1.2, 2.7, -1.8, 2.4, 1.4, -3.7, -0.7, 0.7, -1.4
CSc1nn(-c2ccc(C(=O)OCC(=O)NC(=O)NC(C)C)cc2)c(=S)s1
→ 7.1, -0.5, -10.1, 2.4, -0.1, 3.7, 1.1, -9.3, 0.3, 1.8
O=C(COC(=O)c1ccccc1)Nc1cccc(S(=O)(=O)N2CCCCC2)c1
→ -2.3, -0.6, -11.1, 4.1, 2.3, -1.1, 1.1, -6.7, 1.9, -0.2
Cc1cc2ccccc2nc1SCC(=O)Nc1nc(-c2ccccc2)cs1
→ 6.3, -0.1, -12.2, 2.6, 1.5, 2.0, 0.4, -0.5, -1.7, -1.7
COc1ccc2c(c1)OC[C@H]1[C@H]2N2C(=O)CN(Cc3ccc(Cl)cc3)C(=O)[C@@]2(C)[C@H]1c1ccccc1
→ -0.8, -2.0, -80.7, 5.6, -1.1, -2.4, 1.3, -16.6, 1.5, -0.9
C/C(Cl)=C\Cn1c(N2CCCC2)nc2c1c(=O)n(C)c(=O)n2C
→ -3.0, 6.6, 1.3, -8.0, -0.8, -5.5, 4.6, -0.4, 1.9, 0.1

A different layout for some results above.
mol,TCR-CD3 inh,UHRF1 MBD2 ctr,HTRA1 inh,rCAG binder,LEDGF integ inh,NR1D1 modulator,MBD2 inh,ABHD4 inh,PRMT1 inh,PG9 Ab binder
CC(NC(=O)CN1C(=O)NC(C)(C2CC2)C1=O)c1ccc(F)cc1 (stereo unspecified),9.4,-0.5,-6.3,1.2,5.7,-0.4,1.4,-3.5,-1.2,-0.6
CC(=O)Nc1cc(-c2nc3ccccc3o2)ccc1Cl,-1.4,-5.9,-0.8,-1.2,-0.3,-2.6,-2.9,-0.1,2.1,1.7

(next part)
Each structure is followed by: TCR-CD3 inh, UHRF1 MBD2 ctr, HTRA1 inh, rCAG binder, LEDGF integ inh, NR1D1 modulator, MBD2 inh, ABHD4 inh, PRMT1 inh, PG9 Ab binder
CCn1c(=O)cc(SCC(=O)NCc2ccc3c(c2)OCO3)c2ccccc21
→ 5.0, -3.6, -4.4, -2.8, 2.0, -3.2, 3.6, -0.1, 0.2, 1.1
Cc1ccc(S(=O)(=O)N(C)c2ccc(OCC(=O)NCc3ccco3)cc2)cc1
→ -3.2, -1.6, 0.7, -3.8, 0.8, 3.3, 3.8, 3.8, -0.2, -1.8
CCC(C)Nc1cc(C)c(C#N)c2nc3ccccc3n12 (stereo unspecified)
→ 8.0, -4.0, -10.3, -4.3, 2.4, 1.6, 4.5, 1.2, -3.2, -0.4
Cc1nn(CC(=O)NNC(=O)c2ccc(Br)cc2)c(C)c1[N+](=O)[O-]
→ 3.9, -2.8, 4.1, 3.5, -6.4, -5.2, 4.1, 2.8, 0.1, -1.4
CCN(CC)Cc1c(O)ccc2c(=O)c(Oc3ccccc3OC)coc12
→ 10.4, 0.7, 3.0, 0.5, -2.9, 5.3, -1.6, -8.2, -0.7, 0.2
Cc1cc(C)n2nc(SCC(=O)N/N=C/c3ccccc3F)nc2n1
→ 2.9, 1.6, 3.7, -4.5, -2.6, -0.5, 2.2, -2.5, 0.3, -4.1
COc1nc(C)nc(NC(=O)NS(=O)(=O)c2ccc(C)cc2)n1
→ -4.0, 0.2, 1.5, 0.2, -0.4, 2.0, -0.2, -1.7, -0.1, 2.1
COc1ccc(C(=O)Nc2cccc(C(=O)NCc3ccco3)c2)cc1
→ -1.9, 0.0, -8.2, 4.0, -2.0, 4.8, -3.0, -6.8, -1.5, 1.3
COc1ccc(CCNC(=O)c2ccc(S(=O)(=O)N3CCCCC3)cc2)cc1
→ -3.3, -0.2, 2.5, 0.4, -1.5, -1.0, 3.9, 8.6, -0.5, 0.0
COc1ccc(OCC(=O)Nc2c(C(=O)N3CCN(C)CC3)oc3ccccc23)cc1
→ -1.2, -2.1, -0.6, -7.7, -3.4, -2.6, -2.8, 4.5, 2.1, -2.2
CN(C(=O)c1cccc(NC(=O)Cc2ccc(NC(=O)C3CCN(C(=O)CCc4ccccc4)CC3)cc2)c1)C1CCC1
→ -0.3, -3.0, -0.8, 6.7, 1.1, -4.7, 6.5, -6.0, -2.5, -0.3
CC(C)Sc1nc2sc(-c3ccccc3)cc2c(=O)n1N
→ 9.8, -2.7, -3.4, 8.2, -0.4, 5.8, -4.5, -3.2, -0.3, 1.4
COc1ccccc1C(=O)Nc1ccc2c(c1)CCCN2C(=O)c1ccccc1
→ 4.9, 3.2, -7.5, -1.1, 3.0, -0.7, 1.8, -10.4, 6.5, -0.4
Cn1c(=O)cc(N)n(-c2ccccc2)c1=O
→ -1.8, 0.5, -1.2, -3.1, 5.7, 4.5, -0.2, -1.9, -6.2, -3.5
O=C(NCC(c1ccco1)N1CCc2ccccc21)c1ccccc1 (stereo unspecified)
→ -4.5, -1.5, 4.5, 0.2, -1.4, 5.0, -1.2, 1.6, 1.6, -1.8
O=C(O)c1ccc(NC(=O)c2ccco2)c(NC(=O)c2ccco2)c1
→ -3.5, 5.3, 1.1, 1.8, -2.8, -4.8, 0.8, -1.7, 5.2, -0.7
C[C@H](CO)N1C[C@H](C)[C@H](CN(C)CC2CC2)Oc2ccc(NC(=O)CCN3CCOCC3)cc2C1=O
→ 10.1, 2.0, 5.0, 0.2, 1.0, 0.6, -1.2, 6.7, 0.0, 0.6
CCOC(=O)c1c(C)oc2ccc(OC(=O)c3cccs3)cc12
→ -6.5, -2.2, -13.7, 2.1, 2.0, -0.8, -3.7, -3.1, 0.1, 1.6
CCOC(=O)CC(=O)CSc1nnc2c(n1)[nH]c1ccccc12
→ 6.3, -5.3, 8.8, 11.4, -0.9, -1.5, -3.7, 12.2, 4.8, -2.8
COc1cc2c(C(=O)NCc3ccc4c(c3)OCO4)cn(C)c(=O)c2cc1OC
→ 4.3, -2.2, 3.1, -0.8, 1.0, 2.1, -1.0, 4.8, -2.2, -1.4
CCc1nnc(NC(=O)c2nc(S(=O)(=O)Cc3cccc(C)c3)ncc2Cl)s1
→ 4.8, -1.0, 1.7, 17.1, -0.9, -4.3, 2.5, 2.3, 4.8, -1.8
CCN(Cc1cn(Cc2ccccc2)nn1)S(=O)(=O)c1ccc(N2CCCC2)cc1Br
→ ., -2.9, ., 7.1, -0.5, 8.6, 1.1, -0.5, -2.3, .
Cc1ccc(S(=O)(=O)N(CC(=O)N(C)C)c2cccc([N+](=O)[O-])c2)cc1
→ 3.9, 2.2, -0.2, -4.0, -1.4, -0.7, 4.5, -2.6, -4.7, -1.7
O=C1COc2ccc(S(=O)(=O)NCCc3ccccc3)cc2N1
→ -0.7, 1.9, 9.3, 0.0, 2.4, 1.0, -2.4, 7.6, 1.1, 0.2
CC(=O)C(Sc1nccc(-c2cccs2)n1)C(C)=O
→ 5.4, -3.3, 5.3, -1.1, 1.8, -1.2, 1.9, -3.9, 0.2, 1.7
COc1cc2oc(=O)cc(CN3CCN(c4ccccc4OC)CC3)c2cc1Cl
→ 2.3, -2.0, ., 4.3, 0.5, -9.7, 0.1, -2.6, 2.0, -3.5
S=c1[nH]cnc2scc(-c3ccc(Br)cc3)c12
→ 0.4, -1.4, -0.4, 9.3, -0.7, -0.3, 2.8, 5.1, 4.8, -1.6
Nc1c(-c2cccc([N+](=O)[O-])c2)nc2ccccn12
→ 5.5, -5.9, -2.6, 6.5, -6.1, 1.6, -6.6, 13.8, -0.5, -19.2
COc1cc(OC)c(C2C(C(=O)N3CCOCC3)=C(C)NC3=C2C(=O)CC(C)(C)C3)cc1OC (stereo unspecified)
→ 4.0, 1.2, 1.4, -1.8, -0.5, 0.6, 1.0, -1.9, -2.1, 0.0
CCOc1ccc(OCCCC(=O)N(CC)CC(=O)Nc2c(F)cccc2F)cc1
→ 3.2, 5.2, 7.3, -2.6, 0.6, -9.1, 2.2, -1.6, 1.7, -1.6
CC(C)N1CCN(Cc2ccncc2)CC1CCO (stereo unspecified)
→ -3.9, 0.7, 1.9, -2.1, -2.4, -3.1, 0.6, -3.9, -1.4, -0.1

Source: PubChem (several laboratories)
